Source: PubChem (National Center for Advancing Translational Sciences (NCATS))
ASM inhibitor: Inhibitors of Secretory Acid Sphingomyelinase (S-ASM): qHTS; Sphingomyelin phosphodiesterase (Homo sapiens), P17405; placental ASM, HMU-PC fluorogenic substrate, 60 min; Potency, µM (highest dose often 57.5 µM), without a hit: top-dose activity change, negative = inhibition, actives largely listed as inhibitors; hit rate 0.006% among 340,000; note: potency is the fitted concentration of half-maximal effect
Target sequence (P17405 47-631 limits assumed): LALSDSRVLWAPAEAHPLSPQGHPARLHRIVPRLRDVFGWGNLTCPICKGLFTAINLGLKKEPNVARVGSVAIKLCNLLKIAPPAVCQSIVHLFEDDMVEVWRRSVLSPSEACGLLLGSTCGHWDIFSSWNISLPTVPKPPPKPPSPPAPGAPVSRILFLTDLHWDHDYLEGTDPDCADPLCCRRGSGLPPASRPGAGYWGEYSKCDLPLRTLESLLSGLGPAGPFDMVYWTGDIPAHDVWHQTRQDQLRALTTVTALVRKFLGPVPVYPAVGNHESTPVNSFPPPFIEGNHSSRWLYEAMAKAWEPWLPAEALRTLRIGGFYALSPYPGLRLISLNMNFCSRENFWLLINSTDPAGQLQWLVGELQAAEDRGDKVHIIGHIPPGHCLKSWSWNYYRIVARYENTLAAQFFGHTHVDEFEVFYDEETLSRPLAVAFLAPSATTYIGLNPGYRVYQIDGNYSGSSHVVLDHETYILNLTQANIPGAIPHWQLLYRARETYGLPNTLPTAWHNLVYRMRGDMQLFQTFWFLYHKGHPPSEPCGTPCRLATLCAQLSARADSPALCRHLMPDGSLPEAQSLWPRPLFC
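qHTS format. ASM enzyme prepared from human placenta hydrolyses the fluorogenic substrate HMU-PC0 (9 uM final) over 60 min at 37 °C after a 10 min compound preincubation.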
Tb PFK block: qHTS Assay to Find Inhibitors of T. brucei phosphofructokinase; ATP-dependent 6-phosphofructokinase (Trypanosoma brucei brucei), O15648; T. brucei PFK, ADP-Glo luminescence; Potency, µM (doses to about 57.5 µM), for inactives: at the highest dose activity, negative = inhibition, hits mostly inhibitors; hit rate 0.17% among 330,000; AID 485367, 2010;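 note: potency is the fitted concentration of half-maximal effect; 0% = uninhibited 1x PFK enzyme wells and -100% = no-enzyme wells; nearly all actives have a fitted effect of over 60% in size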
Target sequence (O15648 whole entry, looked up): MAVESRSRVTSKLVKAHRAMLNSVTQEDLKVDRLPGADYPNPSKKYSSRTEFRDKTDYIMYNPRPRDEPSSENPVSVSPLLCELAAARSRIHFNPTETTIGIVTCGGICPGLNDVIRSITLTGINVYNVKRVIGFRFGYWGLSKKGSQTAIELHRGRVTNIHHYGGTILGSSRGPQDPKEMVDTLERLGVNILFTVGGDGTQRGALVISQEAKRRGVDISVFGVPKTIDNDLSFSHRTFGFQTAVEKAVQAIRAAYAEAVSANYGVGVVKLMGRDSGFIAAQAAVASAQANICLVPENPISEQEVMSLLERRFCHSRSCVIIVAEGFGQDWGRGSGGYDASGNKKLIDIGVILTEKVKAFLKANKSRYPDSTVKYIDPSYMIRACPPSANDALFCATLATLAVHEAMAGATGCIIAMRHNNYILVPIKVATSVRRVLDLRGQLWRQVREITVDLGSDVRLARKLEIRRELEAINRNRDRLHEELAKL
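In TEA buffer at pH 8.0 with 5 mM MgCl2, enzyme (1.25 nM) converted F6P (0.5 mM) and ATP (0.1 mM) for 45 min at room temperature. ADP product was read by luciferase luminescence.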
Chronic BCR inh: qHTS Assay to Find Inhibitors of Chronic Active B-Cell Receptor Signaling | ABC-DLBCL IkBa-CBG/CBR reporter, luminescence ratio, 4 h | Potency, µM (titrated, usually from 46.1 µM), for the others: at the highest dose ratio change, negative = lower green/red ratio, actives largely listed as inhibitors | hit rate 0.05% among 340,000; active = well fitted inhibition curve with a large enough effect in the signal ratio, with a control signal flat, not every such curve was filed as active; inconclusive = small, poorly fitted or top-dose-only effect, or effect the other way, or a change in a side signal; the % refers to the signal ratio;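 note: potency is the fitted concentration of half-maximal effect; plate controls were basal doxycycline-induced cells for no effect and cells given 10 µM MG132 for full effect; MG132 reads +100%, hits lower the ratio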
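TMD8 ABC-DLBCL cells carrying doxycycline-inducible green luciferase fused to IkappaBalpha plus unfused red luciferase were exposed to compounds (up to 46 uM) for 4 hrs at 37C. Activity came from the overlap-corrected green/red luminescence ratio.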
TCR act: Activators of T cell receptors: qHTS campaign | primary human leukocytes, anti-CD3, IL-2 HTRF, 48 h | 330,000 tested, under 10 active | Potency, µM (highest dose often 9.22 µM), for the others: top-dose activation of IL-2 secretion, most hits filed as activators; note: % of control where 0% means no effect
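IL-2 produced over 48 hr by a-CD3 bead-stimulated primary human leukocytes exposed to compounds was detected with a homogeneous time-resolved FRET immunoassay, 665nm acceptor signal after 320nm excitation.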
Eya2 phos inh: qHTS Assay for Inhibitors of the Phosphatase Activity of Eya2; recombinant Eya2, OMFP fluorescence dephosphorylation (OMFP is methylfluorescein phosphate); hit rate 0.006% among 330,000; AID 488837, 2010; Potency, µM (doses to about 76.9 µM), inactives show at the top dose activity, negative = inhibition, hits mostly inhibitors; note: potency is the fitted concentration of half-maximal effect; % is set by controls: 0 for no effect and ±100 for the full control effect
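Eya2 protein (added as 0.2 uM solution) was preincubated with compound for 10 min at ambient temperature in 50 mM HEPES pH 7.5, 50 mM NaCl, 5 uM MgCl2, 0.05% BSA, 1 mM DTT. OMFP (added at 50 uM) then reacted 10 min; fluorescence read at 485/525 nm.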
PTAP TSG101 blk: qHTS Assay for Iinhibitors of HIV-1 Budding by Blocking the Interaction of PTAP/TSG101 | Fluorescence polarization, FITC-PTAP peptide / Tsg101 binding | Tumor susceptibility gene 101 protein (Homo sapiens), Q99816 | 340,000 tested, under 10 active | AID 493005, 2010 | Potency, µM (titrated, usually from 115 µM), for inactives: top-dose activity change, negative = inhibition, hits mostly inhibitors; active = well fitted inhibition curve with a large enough effect in the main read-out, with a control signal flat, not every such curve was filed as active; inconclusive = small, poorly fitted or top-dose-only effect, or effect the other way, or a change in a side signal; inactive = no such curve, though single readings can be large or run the other way; note: potency is the fitted concentration of half-maximal effect; % of control where 0% means no effect
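FP read-out: FITC-PTAP peptide, 50 nM final, binding Tsg101 binding domain, 10 uM final; 20 min, r.t.; 10 mM HEPES pH 7.5, 0.15 M NaCl, 0.01% Tween 20, 3 mM EDTA, 0.1 mM TCEP.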
TSHR antagonist: Antagonists of the Thyroid Stimulating Hormone Receptor: HTS campaign. TSHR-expressing cells, TSH-stimulated cAMP HTRF, 2 h; active compounds read low. activity change, negative = inhibition, % at 11.5 µM. hit rate 0.2% among 330,000. AID 504810, 2011;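 active = activity change below a set negative limit, meaning inhibition stronger than a set level, cut at about -70% in these data; inconclusive = activity change between two set negative limits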; note: % is set by controls: 0 for no effect and ±100 for the full control effect
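Freshly harvested TSHR cells receive pin-tooled compound, then EC80 TSH at 4nM final. After 2 hours at 37 deg C, antibody in lysis buffer and cAMP-d2 are added; 30 minutes at ambient temperature precede the HTRF read.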
A-T KAP1 phos: qHTS Assay for Identifying a Potential Treatment of Ataxia-Telangiectasia; […] A-T fibroblasts, KAP-1 phosphorylation AlphaLISA; neocarzinostatin DNA damage 30 min before lysis; Potency, µM (highest dose often 57.5 µM), for the others: at the top dose activation, most hits filed as activators; hit rate 0.19% among 320,000; AID 485349, 2010; note: potency is the fitted concentration of half-maximal effect; % of control where 0% means no effect; nearly all actives have a fitted effect of over 45% in size
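hTERT-immortalized A-T patient fibroblasts ([…]), 500 cells/well in OPTI-MEM, 1% FBS, got compounds for 60 min, then NCS for 30 min at 37C. Lysates were then assayed for phospho-KAP-1 by AlphaLISA (anti-pKAP1 donor, anti-KAP1 acceptor beads), 6 hr at 25C.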
Integrin act MD: qHTS for Activators of Integrin-Mediated Alleviation for Muscular Dystrophy; alpha7betagal myoblasts, beta-gal FDG fluorescence, 48 h; AID 624291, 2012; Potency, µM (titrated, usually from 38.3 µM), for the others: top-dose activation, most hits filed as activators; hit rate 0.064% among 350,000;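 note: potency is the fitted concentration of half-maximal effect; 100% = response of the positive control SU9516; nearly all actives have a fitted effect of over 60% in size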
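Alpha7betagal+/- myoblasts (passage 13) were plated 16-24 hr, then exposed to compounds (1:260 dilution of DMSO stock) for 48 hours at 37C. After MPER lysis, β-galactosidase reporter activity was read as FDG fluorescence (ex 480/em 540) after 30 minutes.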
Mito fusion yeast: qHTS Assay for Small Molecule Inhibitors of Mitochondrial Division or Activators of Mitochondrial Fusion; S. cerevisiae fusion-defective mutant growth rescue, CellTiterGlo 48 h; Potency, µM (doses to about 46.1 µM), without a hit: at the highest dose growth rescue (activation), hits mostly activators; hit rate 0.23% among 320,000; AID 485298, 2010;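 note: potency is the fitted concentration of half-maximal effect; % of control where 0% means no effect; nearly all actives have a fitted effect of over 45% in size; temperature-sensitive fusion mutants such as fzo1-1 at 37 °C on non-fermentable ethanol glycerol medium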
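Read-out: ATP-based luminescence (CellTiterGlo, 10 min ambient) reporting growth of fusion-defective ts yeast after 48 hours at 37C on glycerol/ethanol YPEG medium in the presence of compound.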
ELG1 repair inh: qHTS screen for small molecules that inhibit ELG1-dependent DNA repair in human embryonic kidney (HEK293T) cells expressing luciferase-tagged ELG1 | AID 504467, 2011 | Potency, µM (highest dose often 46.1 µM), for inactives: at the highest dose activity change, negative = inhibition, hits mostly inhibitors | hit rate 2.3% among 330,000 | HEK293T ELG1-luciferase reporter, luminescence, 16 h; DNA damage induced by 5-fluorouridine; note: potency is the fitted concentration of half-maximal effect; % is set by controls: 0 for no effect and ±100 for the full control effect; nearly all actives have a fitted effect of over 55% in size
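5-Fluorouridine DNA damage + compound/DMSO, 2,000 cells/well, 16 h, 37 °C/5% CO2. ONE-Glo, 30 min RT, luminescence. Readout = decrease in reporter signal.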
Active calls of the source: *; ? = inconclusive; / = no result given; & = joins results of further samples; [ ] = another dose, or the depositor's remark. Unless noted, calls come from the whole dose curve; as a rule, active = well fitted curve in the direction sought with a large enough effect; inconclusive = small, poorly fitted or top-dose-only effect, or another doubt; inactive = no such curve, though single readings can be large; an effect the other way counts as inactive or inconclusive.

SMILES	ASM inhibitor	Tb PFK block	Chronic BCR inh	TCR act	Eya2 phos inh	PTAP TSG101 blk	TSHR antagonist	A-T KAP1 phos	Integrin act MD	Mito fusion yeast	ELG1 repair inh
COc1cccc(-c2cc(C(=O)Nc3cccnc3)c3ccccc3n2)c1	-7%	-6%	?	10%	-7%	-3%	-2	10%	10%	4%	?
CCn1c(SCC(=O)Nc2sccc2C(N)=O)nnc1C1CC1	-5%	-15%	4%	2%	16%	-4%	7	2%	15%	-1%	30%
Cc1ccccc1NC(=O)CSC1=C(C#N)C(c2ccsc2)CC(=O)N1 (stereo not given)	2%	-2%	?	0%	-19%	-5%	-4	-2%	-31%	3%	0%
COc1ccc(Nc2ccc(N3C(=O)CCCC3=O)cc2[N+](=O)[O-])cc1OC	-6%	-9%	-2%	-1%[46.1 µM]	-4%	1%	4	5%	4%	-6%	1%
CNC(=O)NC(=O)C(C)OC(=O)CCCc1nc2ccccc2s1 (stereo not given)	4%	-8%	4%	3%	9%	2%	8	9%	9%	-11%	10%
COC(=O)CN(c1cc([N+](=O)[O-])ccc1OC)S(C)(=O)=O	1%	3%	14%	-4%	-7%	-6%	-2	12%	-5%	19%	-12%
CC(C)CCNC(=O)C1CCC(CNS(=O)(=O)c2cccc3nsnc23)CC1 (stereo not given)	3%	-7%	-9%	-2%	0%	-8%	-5	-11%	9%	-1%	-6%
CC(c1ccc(F)cc1)n1c(-c2cccs2)n[nH]c1=S (stereo not given)	0%	1%	2%	0%	8%	0%	-20	-1%	-1%	20%	12%
O/N=C/c1ccc2cccc(O)c2n1	-4%	0%	-16%	-3%	-7%	-4%	4	-8%	-13%	0%	0%
C=CCNC(=O)c1ccc(N(Cc2ccccc2)S(C)(=O)=O)cc1	-4%	1%	4%	3%	-5%	-6%	10	-1%	3%	2%	-8%
CC(C)C(c1nnnn1CCc1ccccc1)N1CCSCC1 (stereo not given)	2%	-5%	1%	-10%	1%	-3%	-3	0%	24%	15%	13%
CCOCCCNC(=O)C(c1ccc(Cl)cc1)N(Cc1cccs1)C(=O)CNC(C)=O (stereo not given)	/	-7%	?	0%[46.1 µM]	0%	-4%	-5	0%	0%	-4%	17%
O=C(Nc1nnc(SCCC2OCCO2)s1)C1CC(=O)N(c2ccccc2)C1 (stereo not given)	-2%	2%	0%	-4%	-3%	-2%	12	-4%	-3%	-2%	7%
O=C(COC(=O)/C=C/c1ccco1)Nc1ncc(Cl)cc1Cl	9%	?	-3%	3%[46.1 µM]	-2%	-2%	-7	0%	-53%[inhibitor]	3%	2%
COCCNC(=O)Cn1nc(Cc2ccncc2)c2ccccc2c1=O	4%	2%	?	-5%	-4%	-3%	0	-2%	29%	-2%	13%
O=C(O)CSc1nnc2n(-c3ccccc3)c(=O)c3ccccc3n12	5%	-2%	1%	2%	11%	1%	6	5%	26%	-5%	?
O=C(CNC(=S)N(Cc1ccccc1)Cc1ccccc1F)NCCc1ccccc1	-4%	1%	5%	12%	7%	1%	4	0%	-18%	4%	?
CCOc1ccc(Cn2nnc(-c3ccc(S(C)(=O)=O)cc3)n2)cc1OCC	0%	-5%	2%	-6%	9%	-4%	20	12%	?	2%	2%
COc1cccc(C2C(C(=O)Nc3ccc(C)cc3C)=C(C)Nc3ncnn32)c1OC (stereo not given)	13%	4%	3%	-4%	-33%	-8%	4	12%	20%	-1%	-3%
CCN1C(=O)C(=O)N(CC(=O)N(C)CC(=O)Nc2ccccc2C(F)(F)F)C1=O	-1%	16%	0%	-2%	-35%	-3%	/	-8%	?	/	7%
CCOc1ccc(Cl)cc1CNCCCSc1ncccn1	0%	-3%	3%	-1%	16%	-6%	0	3%	-1%	0%	10%
Oc1c(CN2CCCCC2)cc(COCc2ccccc2)c2cccnc12	3%	-4%&9%	?	8%	-13%&4%	0%	21&4	-18%&-3%	-52%[inhibitor]	4%&-4%	-7%
COc1ccccc1C(=O)NC(CCSC)C(=O)OCC(=O)N1CCCC1=O (stereo not given)	0%	0%	-8%	/	16%	0%	4	-1%	2%	-2%	10%
Oc1ccc(Cl)cc1Cc1cc(Cl)ccc1O	-5%	-15%	?	3%	-22%	1%	?	/	/	-19%	9%
COc1ccc(CCNC(=O)CN(c2ccccc2OC)S(C)(=O)=O)cc1	1%	-1%	7%	6%	-7%	-2%	18	-3%	-19%	-6%	7%
O=C(NCc1ccncc1)c1nnc(Cc2c(F)cccc2Cl)o1	5%	4%	-1%	1%	7%	-7%	6	-10%	36%	2%	?
CCC1CCCCN1C(=O)c1ccc(OC)c(OC2CCN(C(C)C)CC2)c1 (stereo not given)	0%	-5%	-14%	-1%	-19%	-3%	10	-4%	9%	-1%	27%
CCn1c(SCC(=O)Nc2nncs2)nnc1-c1ccco1	4%	4%	2%	5%	-7%	-2%	21	-3%	-1%	-3%	-4%
Clc1ccc(-c2noc(CCCc3ccccc3)n2)cc1	-2%	1%	?	-9%	12%	-2%	-6	6%	-1%	-3%	5%
CCN(CC)CCN(C(=O)c1ccc(Br)s1)c1nc2cc3c(cc2s1)OCCO3	0%	-2%	?	2%	17%	0%	-7	1%	-17%	4%	17%
CCn1c(SCC(=O)c2ccccc2)nc2sc3c(c2c1=O)CCN(C)C3	36%[activator]	-1%	3%	1%	12%	0%	-2	4%	-19%	5%	?
NC(=O)CC(NC(=O)Cc1cccc2ccccc12)c1ccc(N2CCC(N3CCCC3)CC2)c([N+](=O)[O-])c1 (stereo not given)	-4%	3%	-7%	-7%	3%	0%	9	-2%	23%	0%	2%
COc1ccc2nc(NC(=O)CSc3nccc(C)n3)sc2c1	0%	2%	-8%	2%	2%	-3%	0	1%	-33%	0%	-24%
O=C(Nc1nccs1)c1ccc(CSc2nnnn2-c2ccccc2)cc1	?	-4%	?	2%	13%	-1%	-29	-4%	-16%	23%	23µM*
Cc1ccccc1NC(=O)c1c([N+](=O)[O-])cnn1C	1%	1%	5%	14%	-3%	-4%	32	1%	-11%	-1%	14%
COc1ccc(CCC(=O)Nc2cccc(S(=O)(=O)N3CCCC3)c2)cc1OC	5%	-8%	-2%	-13%	8%	0%	-11	4%	-22%	0%	-24%
COc1ccc(Cl)cc1NC(=O)C/C(C)=N/NC(=O)Cc1ccccc1	-2%	-3%	-16%	-5%	-2%	-4%	-7	4%	-18%	-1%	22%
N#CC(C#N)=C1C=CC=CN1/C(=C\c1ccco1)C(=O)c1ccccc1	-5%	0%	?	2%[46.1 µM]	-7%	-2%	?	-10%	0%	-4%	?
CC(=O)c1ccc(N2CCN(C(=O)Cn3c(=S)[nH]c4ncccc4c3=O)CC2)cc1	/	16%	1%	/	-5%	/	-34	15%	/	0%	7%
O=S(=O)(c1ccc(F)c(F)c1F)N1CCN(C(=S)NCc2ccccc2)CC1	-2%	7%	-2%	7%	8%	2%	8	-2%	?	3%	6%
